FAS-TE inh = blocks the thioesterase domain of human fatty acid synthase | recombinant FAS-TE, OMFH fluorogenic substrate, fluorescence endpoint | 0.67% of 360,000 active | inhibition, % at 15 µM | P49327;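 active means compounds whose normalised, plate-corrected inhibition of enzyme fluorescence in the single-dose primary screen is 50% or more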;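 further: 0% = DMSO with enzyme and 100% = substrate without enzyme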
CSN inh = blocks human CSN-mediated cullin deneddylation; Q92905; Purified CSN, SCF-Nedd8-OG deneddylation, fluorescence polarization; inhibition, % at 12.5 µM; 0.38% of 360,000 active; AID 651999;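 active means pattern-corrected inhibition above about 35%, with an unprinted fluorescence ratio check between 0.5 and 1.5, limit read from the data, passing the limit was not always enough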;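 further: 0% = enzyme with substrate and 100% = substrate without enzyme; some results filed as inactive read as strong as hits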
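Assay system: purified human Csn5 enzyme expressed in HEK293T cells; Input: 0.24 nM Csn5 enzyme, final concentration; Reagent: 10 nM SCFSkp2-Nedd8OG; Compound dosing: 12.5 µM single point; Times: reaction 90 min, room temperature; Technique: fluorescence polarization readout.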
MsrA inhibitor = bovine MsrA inhibition. purified bovine MsrA, absorbance read-out. inhibition, % at 15.5 µM. 0.75% of 360,000 active. AID 651718; in the data active means inhibition above about 4.5%;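 further: 0% = vehicle wells with enzyme and 100% = reference inhibitor wells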
Rin1 Abl inh = human Rin1-Abl interaction inhibition. P00519+Q13671. TR-FRET Rin1/Abl binding, biochemical. 0.4% of 360,000 active. AID 588664. inhibition, % at 7.35 µM; in the data active means inhibition above about 5%, passing the limit was not always enough
E coli Lon inh = E. coli protease La inhibition; inhibition, % at 7.94 µM; purified E. coli Lon protease, fluorescence polarization; 0.42% of 360,000 active; in the data active means inhibition above about 13%, passing the limit was not always enough;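 further: 0% = enzyme with probe and DMSO and 100% = no enzyme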
Tb MetRS inh = Trypanosoma brucei MetRS inhibition | purified T. brucei MetRS, ATP depletion, Kinase-Glo luminescence | AID 624268 | inhibition, % at 11.9 µM | 0.4% of 360,000 active;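 active means inhibition above a per-plate cutoff of the control wells' mean inhibition plus 3 SD, cut at about 5.5% in these data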;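 further: 0% = DMSO wells median and 100% = median of wells with control inhibitor compound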
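Material: T. brucei methionyl-tRNA synthetase, purified; reagent: substrates ATP, L-methionine and bulk Escherichia coli tRNA; dosing: 11.9 µM single point; timing: 15 min plus 2 h at 25 °C; detection: luminescence of leftover ATP; evaluation: % inhibition; control set: DMSO-only wells as low control; replicates: singlicate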
Neddylation inh = blocks human cullin neddylation; TR-FRET cullin neddylation, biochemical; calls only at 25 µM; 0.58% of 360,000 active; in the data active means inhibition above about 36%
MLLE-PAM2 inh = blocks PAM2 peptide binding to the PABP1 MLLE domain | 0.36% of 360,000 active | P11940 | inhibition, % at 20 µM | AID 588489 | GST-MLLE / FITC-PAM2 fluorescence polarization; in the data active means inhibition above about 35%, passing the limit was not always enough;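 further: plate controls were DMSO wells with GST-MLLE for no effect and wells lacking GST-MLLE protein for full effect; some results filed as inactive read as strong as hits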
MsrA act = activators of bovine methionine sulfoxide reductase A; purified bovine MsrA, absorbance read-out; activation, % at 10.6 µM; 0.3% of 360,000 active; in the data active means activation above about 7.5%;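 further: 0% = vehicle and 100% = reference activator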
Numbers without * were called inactive.

The opening 2 compounds as a preview:
`Cc1cc(C(=O)COC(=O)c2n[nH]c3ccccc23)c(C)n1CC1CCCO1` (centres undefined) gave FAS-TE inh -17, CSN inh -2, MsrA inhibitor 0.5, Rin1 Abl inh -4, E coli Lon inh -2, Tb MetRS inh -1.8, Neddylation inh inactive, MLLE-PAM2 inh -5 and MsrA act 1.
For Cn1cc(S(=O)(=O)N2CCc3ccccc32)cc1C(=O)NC(C)(C)C the results were FAS-TE inh 3, CSN inh -8, MsrA inhibitor -0.5, Rin1 Abl inh 1, E coli Lon inh 0, Tb MetRS inh -0.3, Neddylation inh inactive, MLLE-PAM2 inh -1 and MsrA act -1.

The list itself (from the top)
`Cc1cc(C(=O)COC(=O)c2n[nH]c3ccccc23)c(C)n1CC1CCCO1` (centres undefined) gave FAS-TE inh -17, CSN inh -2, MsrA inhibitor 0.5, Rin1 Abl inh -4, E coli Lon inh -2, Tb MetRS inh -1.8, Neddylation inh inactive, MLLE-PAM2 inh -5 and MsrA act 1.
For Cn1cc(S(=O)(=O)N2CCc3ccccc32)cc1C(=O)NC(C)(C)C the results were FAS-TE inh 3, CSN inh -8, MsrA inhibitor -0.5, Rin1 Abl inh 1, E coli Lon inh 0, Tb MetRS inh -0.3, Neddylation inh inactive, MLLE-PAM2 inh -1 and MsrA act -1.
For CCOC(=O)C1CCCN(Cc2nc(N)nc(Nc3ccccc3OC)n2)C1 (centres undefined) the results were FAS-TE inh -3, CSN inh 4, MsrA inhibitor -0.8, Rin1 Abl inh -1, E coli Lon inh -8, Tb MetRS inh -0.1, Neddylation inh inactive, MLLE-PAM2 inh 0 and MsrA act -12.
For CCOC(=O)N1CCN(S(=O)(=O)N2CCCC(C(=O)NCc3ccccc3Cl)C2)CC1 (centres undefined) the results were FAS-TE inh 0, CSN inh 0, MsrA inhibitor 0.5, Rin1 Abl inh -1, E coli Lon inh -5, Tb MetRS inh 0.4, Neddylation inh inactive, MLLE-PAM2 inh 3 and MsrA act -1.
For COc1ccc(CNC(=O)Cn2nnc(-c3ccc(NC(=O)C4CCCCC4)cc3)n2)cc1 the results were FAS-TE inh -4, CSN inh -1, MsrA inhibitor -1.5, Rin1 Abl inh -4, E coli Lon inh 5, Tb MetRS inh -0.8, Neddylation inh inactive, MLLE-PAM2 inh -13 and MsrA act 2.
For CCc1nc2cccnc2n1-c1ccc(CC(=O)NC(C)CC)cc1 (centres undefined) the results were FAS-TE inh -6, CSN inh 5, MsrA inhibitor -1.1, Rin1 Abl inh -1, E coli Lon inh 1, Tb MetRS inh -0.4, Neddylation inh inactive, MLLE-PAM2 inh 23 and MsrA act 2.
For CCOC(=O)C(=O)N1CCN(c2cc3c(cc2[N+](=O)[O-])n(C)c(=O)n3C)CC1 the results were FAS-TE inh -7, CSN inh -6, MsrA inhibitor 0.3, Rin1 Abl inh -6, E coli Lon inh 7, Tb MetRS inh 0.5, Neddylation inh inactive, MLLE-PAM2 inh 7 and MsrA act -2.
Screening CCc1ccccc1NC(=O)CN1CCN(CC(=O)Nc2cc(C)ccc2OC)CC1 returned FAS-TE inh 0, CSN inh 3, MsrA inhibitor -0.5, Rin1 Abl inh -1, E coli Lon inh 4, Tb MetRS inh -0.8, Neddylation inh inactive, MLLE-PAM2 inh -4 and MsrA act -8.
CC1CCCC(C)N1C(=O)COC(=O)c1cc(=O)[nH]c2ccccc12 (centres undefined) was read as FAS-TE inh -2, CSN inh 3, MsrA inhibitor 0.8, Rin1 Abl inh -4, E coli Lon inh 0, Tb MetRS inh -0.2, Neddylation inh inactive, MLLE-PAM2 inh 1 and MsrA act -2.
Screening C=C(C)c1cccc(C(C)(C)NC(=O)Nc2ccc(Cl)cn2)c1 returned FAS-TE inh 13, CSN inh 4, MsrA inhibitor -0.9, Rin1 Abl inh -2, E coli Lon inh 14, Tb MetRS inh 0.6, Neddylation inh inactive, MLLE-PAM2 inh 1 and MsrA act -1.

Some of these compounds in order of formula weight, low to high.
CC1CCCC(C)N1C(=O)COC(=O)c1cc(=O)[nH]c2ccccc12 (centres undefined) was read as FAS-TE inh -2, CSN inh 3, MsrA inhibitor 0.8, Rin1 Abl inh -4, E coli Lon inh 0, Tb MetRS inh -0.2, Neddylation inh inactive, MLLE-PAM2 inh 1 and MsrA act -2.
Screening CCc1ccccc1NC(=O)CN1CCN(CC(=O)Nc2cc(C)ccc2OC)CC1 returned FAS-TE inh 0, CSN inh 3, MsrA inhibitor -0.5, Rin1 Abl inh -1, E coli Lon inh 4, Tb MetRS inh -0.8, Neddylation inh inactive, MLLE-PAM2 inh -4 and MsrA act -8.
For COc1ccc(CNC(=O)Cn2nnc(-c3ccc(NC(=O)C4CCCCC4)cc3)n2)cc1 the results were FAS-TE inh -4, CSN inh -1, MsrA inhibitor -1.5, Rin1 Abl inh -4, E coli Lon inh 5, Tb MetRS inh -0.8, Neddylation inh inactive, MLLE-PAM2 inh -13 and MsrA act 2.

Following part.
`COc1ccc(C(=O)c2sc(Nc3ccccc3)nc2N)cc1OC` gave FAS-TE inh 11, CSN inh -3, MsrA inhibitor 0.3, Rin1 Abl inh -1, E coli Lon inh 6, Tb MetRS inh -0.6, Neddylation inh inactive, MLLE-PAM2 inh 11 and MsrA act -5.
For CC(C)c1ccc(OCC(O)CN2CCN(c3ccccn3)CC2)cc1 (centres undefined) the results were FAS-TE inh -2, CSN inh 2, MsrA inhibitor -0.1, Rin1 Abl inh 0, E coli Lon inh -14, Tb MetRS inh -0.5, Neddylation inh inactive, MLLE-PAM2 inh -8 and MsrA act -1.
For O=C(COc1cccc(-n2cnnn2)c1)Nc1ccccc1 the results were FAS-TE inh 18, CSN inh -3, MsrA inhibitor -0.3, Rin1 Abl inh 3, E coli Lon inh -12, Tb MetRS inh 11*, Neddylation inh inactive, MLLE-PAM2 inh -2 and MsrA act -3.
COc1ccc(CCNC(=O)CNCC2CCCO2)cc1OC (centres undefined) was read as FAS-TE inh -4, CSN inh 8, MsrA inhibitor -0.9, Rin1 Abl inh 1, E coli Lon inh 8, Tb MetRS inh -0.7, Neddylation inh inactive, MLLE-PAM2 inh -11 and MsrA act -1.
O=C(CCNC(=O)c1ccccc1Cl)Nc1cc(C(F)(F)F)ccc1N1CCCC1 was read as FAS-TE inh 4, CSN inh 9, MsrA inhibitor -0.2, Rin1 Abl inh 2, E coli Lon inh 4, Tb MetRS inh -0.9, Neddylation inh inactive, MLLE-PAM2 inh -23 and MsrA act -5.
Screening COc1ccccc1NC(=O)C(=O)N1CCCC1 returned FAS-TE inh -4, CSN inh 6, MsrA inhibitor -0.7, Rin1 Abl inh 0, E coli Lon inh -9, Tb MetRS inh -0.3, Neddylation inh inactive, MLLE-PAM2 inh 9 and MsrA act -2.
O=C(COC(=O)c1cncc(Br)c1)Nc1ccc(N2CCCCC2)cc1 was read as FAS-TE inh -1, CSN inh 2, MsrA inhibitor 0.2, Rin1 Abl inh -1, E coli Lon inh -10, Tb MetRS inh -0.5, Neddylation inh inactive, MLLE-PAM2 inh -11 and MsrA act -3.
Cc1ccc(C)c(NC(=O)CN2C(=O)CC(C)S(=O)(=O)c3ccccc32)c1 (centres undefined) was read as FAS-TE inh -6, CSN inh -1, MsrA inhibitor 0.2, Rin1 Abl inh 4, E coli Lon inh 1, Tb MetRS inh -0.2, Neddylation inh inactive, MLLE-PAM2 inh -8 and MsrA act -3.
For Cc1cc(F)c(F)c(C(=O)N2C(C)CCCC2C)c1Cl (centres undefined) the results were FAS-TE inh 3, CSN inh 0, MsrA inhibitor 1.5, Rin1 Abl inh 0, E coli Lon inh 7, Tb MetRS inh -0.4, Neddylation inh inactive, MLLE-PAM2 inh 2 and MsrA act -2.
Screening CC(=O)c1ccc(NC(=O)C2CCCN(S(=O)(=O)c3c(C)[nH]c(=O)[nH]c3=O)C2)cc1 (centres undefined) returned FAS-TE inh -1, CSN inh 5, MsrA inhibitor -0.8, Rin1 Abl inh -5, E coli Lon inh 4, Tb MetRS inh 1.3, Neddylation inh inactive, MLLE-PAM2 inh -14 and MsrA act -2.
`CC(=O)OCC(=O)NCC(=O)c1c[nH]c2ccccc12` gave FAS-TE inh -7, CSN inh -3, MsrA inhibitor 1.2, Rin1 Abl inh 2, E coli Lon inh 2, Tb MetRS inh -0.4, Neddylation inh inactive, MLLE-PAM2 inh -4 and MsrA act -6.
Screening Cc1cc(C(O)c2ncc(-c3ccccc3C)[nH]2)ccc1F (centres undefined) returned FAS-TE inh 2, CSN inh -2, MsrA inhibitor 1.3, Rin1 Abl inh -3, E coli Lon inh -10, Tb MetRS inh 0.2, Neddylation inh inactive, MLLE-PAM2 inh 4 and MsrA act -1.
`Cc1ccc(S(=O)(=O)N2C[C@@H]3[C@H]4CC[C@H](C4)[C@@H]3[C@@H](C)[C@@H]2c2ccn([Si](C(C)C)(C(C)C)C(C)C)c2)cc1` gave FAS-TE inh 18, CSN inh -4, MsrA inhibitor 0.4, Rin1 Abl inh 0, E coli Lon inh -6, Tb MetRS inh -2.4, Neddylation inh inactive, MLLE-PAM2 inh 6 and MsrA act -6.
O=C(CCCc1ccccc1)N1CCN(c2ccc([N+](=O)[O-])cc2)CC1 was read as FAS-TE inh 23, CSN inh 5, MsrA inhibitor 1.6, Rin1 Abl inh -4, E coli Lon inh -8, Tb MetRS inh -0.7, Neddylation inh inactive, MLLE-PAM2 inh 6 and MsrA act -6.
For O=C(c1cccc(Cl)c1)N1CCCC(c2ccc(Cl)cc2)=N1 the results were FAS-TE inh 34, CSN inh 1, MsrA inhibitor 3.7, Rin1 Abl inh 4, E coli Lon inh -4, Tb MetRS inh -0.4, Neddylation inh inactive, MLLE-PAM2 inh -6 and MsrA act -4.
`Cc1cc(OCCCN2CCN(Cc3ccccc3)CC2)ccc1[N+](=O)[O-]` gave FAS-TE inh 13, CSN inh -3, MsrA inhibitor -0.2, Rin1 Abl inh -1, E coli Lon inh -3, Tb MetRS inh -0.4, Neddylation inh inactive, MLLE-PAM2 inh 21 and MsrA act 0.
Screening Nn1c(SCC(=O)NC(=O)Nc2ccc3c(c2)OCCO3)nnc1C1CC1 returned FAS-TE inh -4, CSN inh 1, MsrA inhibitor 0.2, Rin1 Abl inh 1, E coli Lon inh -7, Tb MetRS inh -0.6, Neddylation inh inactive, MLLE-PAM2 inh -7 and MsrA act -2.
O=C(c1ccc2c(=O)n3c(nc2c1)CCCCC3)N1CCN(c2ccccc2F)CC1 was read as FAS-TE inh 16, CSN inh 5, MsrA inhibitor 0.3, Rin1 Abl inh 5, E coli Lon inh 6, Tb MetRS inh -0.7, Neddylation inh inactive, MLLE-PAM2 inh -13 and MsrA act -11.
Screening CCOC(=O)C1CCCN(CCC(=O)Nc2cccc(F)c2)C1 (centres undefined) returned FAS-TE inh -4, CSN inh -1, MsrA inhibitor -1.2, Rin1 Abl inh 2, E coli Lon inh -14, Tb MetRS inh -0.3, Neddylation inh inactive, MLLE-PAM2 inh -4 and MsrA act 1.
For COc1ccc(C(=O)c2c[nH]cc2-c2ccccc2)cc1 the results were FAS-TE inh -2, CSN inh -9, MsrA inhibitor 0.0, Rin1 Abl inh -4, E coli Lon inh 0, Tb MetRS inh 0.3, Neddylation inh inactive, MLLE-PAM2 inh 7 and MsrA act -5.
Screening CCOc1cc(N2CCOCC2)c(OCC)cc1NC(=O)COC(=O)c1ccccc1C returned FAS-TE inh 3, CSN inh 3, MsrA inhibitor -0.6, Rin1 Abl inh -1, E coli Lon inh -3, Tb MetRS inh 0.7, Neddylation inh inactive, MLLE-PAM2 inh 12 and MsrA act -1.
